From PubChem BioAssay
Rab2A wt mod = changes GTP binding to wildtype dog Rab2A, up or down; P61105; GST-Rab2 wt beads, Bodipy-GTP binding, flow cytometry; GTP binding activity, % at 10 µM; 190,000 compounds, 0.19% hits; AID 760;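 active = GTP binding activity at least 20 points away from 100%, either lowered or raised; inconclusive = signal likely due to the compound's own green fluorescence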;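 note: 0% = beads with excess unlabeled GTP and 100% = no-compound control corrected for plate trend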
Bim-Bfl-1 = disrupts Bim binding to human Bfl-1. Bead-based flow cytometry, Bim-Bfl-1 binding inhibition. inhibition, % at 10 µM. 190,000 compounds, 0.12% hits;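 note: 0% = wells without compound plus tracer and 100% = blocker peptide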
HRas wt GTP = changes GTP binding to wildtype human HRas; P01112; GST-Ras wt beads, Bodipy-FL-GTP binding, flow cytometry; actives lie on both sides; GTP binding activity, % at 10 µM; 190,000 compounds, 0.14% hits; AID 759;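 active = GTP binding activity at least 20% away from the 100% baseline, either lowered as inhibitor or raised as activator; inconclusive = flagged as likely green fluorescent, judged across all proteins in the well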;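 note: 0% = unlabeled GTP competition control and 100% = no-compound control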
Target sequence (P01112 whole entry, looked up): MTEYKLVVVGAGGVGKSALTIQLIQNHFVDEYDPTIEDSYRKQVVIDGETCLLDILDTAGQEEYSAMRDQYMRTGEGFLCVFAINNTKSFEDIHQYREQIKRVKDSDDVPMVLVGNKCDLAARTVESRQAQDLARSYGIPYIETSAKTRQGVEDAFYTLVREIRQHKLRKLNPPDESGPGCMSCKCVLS
Rac1 wt GTP bind = alters GTP binding to wildtype human Rac1 | GTP binding activity (% of control), % at 10 µM | 190,000 compounds, 0.27% hits | GST-Rac1 beads, fluorescent GTP binding, flow cytometry; actives lie on both sides; 0 = cold GTP competed, 100 = untreated | AID 757;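 active = GTP binding activity at least 20 points away from the 100% control level, either lower or higher; inconclusive = compound flagged as likely green fluorescent, judged across all proteins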
Bim-Bcl-B = inhibitors of Bim-Bcl-B interaction, human; Q9HD36; bead-based flow cytometry, Bim peptide-Bcl-B binding; inhibition, % at 10 µM; 190,000 compounds, 0.073% hits; AID 951;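 note: 0% = tracer peptide without compound and 100% = reference inhibitor peptide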
Target sequence (Q9HD36 whole entry, looked up): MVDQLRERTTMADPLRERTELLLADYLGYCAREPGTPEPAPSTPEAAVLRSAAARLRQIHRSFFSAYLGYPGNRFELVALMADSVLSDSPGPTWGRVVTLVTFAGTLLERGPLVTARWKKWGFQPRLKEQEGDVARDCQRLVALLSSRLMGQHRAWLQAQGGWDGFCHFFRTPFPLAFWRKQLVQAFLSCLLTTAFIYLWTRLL
Bcl-W Bim block = inhibitors of Bim-Bcl-W interaction, human; Q92843; bead-based flow cytometry, Bim peptide-Bcl-W binding; inhibition, % at 10 µM; 190,000 compounds, 0.02% hits;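 note: 0% = bound tracer without compound and 100% = peptide blocker; higher means less fluorescent Bim peptide bound to Bcl-W beads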
Target sequence (Q92843 whole entry, looked up): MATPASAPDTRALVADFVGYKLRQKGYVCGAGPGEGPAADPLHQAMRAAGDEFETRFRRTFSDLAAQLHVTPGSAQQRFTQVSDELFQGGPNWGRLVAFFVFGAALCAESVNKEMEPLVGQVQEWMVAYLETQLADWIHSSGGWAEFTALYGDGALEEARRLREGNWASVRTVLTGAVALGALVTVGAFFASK
Cdc42 wt GTP = changes GTP binding to wildtype human Cdc42. percent activity (GTP binding), % at 10 µM. 190,000 compounds, 0.2% hits. P60953. GST-Cdc42 beads, Bodipy-GTP binding, flow cytometry; actives lie on both sides;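 active = percent activity GTP binding at least 20 points away from the 100% baseline, either down as inhibitor or up as activator; inconclusive = compound flagged as likely green fluorescent from well-wide comparison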;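 note: median bead fluorescence of bound Bodipy-FL-GTP at 100 nM; 0% = excess unlabeled GTP control and 100% = no compound control; below 100% means less GTP binding so inhibitor and above means activator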
Bim-Bcl-XL = human Bim-Bcl-XL interaction inhibition | Bim peptide-Bcl-XL binding, bead flow cytometry, fluorescence | Q07817 | AID 1007 | inhibition, % at 10 µM | 190,000 compounds, 0.04% hits
Target sequence (Q07817 whole entry, looked up): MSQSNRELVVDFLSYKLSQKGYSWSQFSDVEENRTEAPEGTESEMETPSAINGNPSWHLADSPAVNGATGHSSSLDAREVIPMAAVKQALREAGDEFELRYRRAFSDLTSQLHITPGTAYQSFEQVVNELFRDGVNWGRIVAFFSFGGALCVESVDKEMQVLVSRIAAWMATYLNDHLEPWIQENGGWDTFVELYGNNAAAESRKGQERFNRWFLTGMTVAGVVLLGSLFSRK
Bim-Bcl-2 = human Bim-Bcl-2 interaction inhibition | AID 950 | Bead-based flow cytometry, Bim peptide-Bcl-2 binding | P10415 | 190,000 compounds, 0.06% hits | inhibition, % at 10 µM; in the data active = inhibition above about 40%; inconclusive = no clear call, values can overlap the other calls;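 note: 0% = no compound wells with probe peptide and 100% = reference peptide inhibitor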
Target sequence (P10415 whole entry, looked up): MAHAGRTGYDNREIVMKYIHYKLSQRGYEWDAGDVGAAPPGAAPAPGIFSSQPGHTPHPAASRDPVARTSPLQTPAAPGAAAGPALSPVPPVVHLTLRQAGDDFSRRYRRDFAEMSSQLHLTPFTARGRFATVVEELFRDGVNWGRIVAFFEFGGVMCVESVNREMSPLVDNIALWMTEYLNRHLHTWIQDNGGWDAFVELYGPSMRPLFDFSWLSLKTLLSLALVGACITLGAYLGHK
Rac1 mut GTP = alters GTP binding to activated mutant human Rac1 | 190,000 compounds, 0.11% hits | P63000 | GST-Rac1 activated beads, fluorescent GTP binding, flow cytometry; actives lie on both sides; 100% means binding = to untreated wells | percent activity (GTP binding), % at 10 µM;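 active = GTP binding at least 20 percentage points away from the 100% baseline, in either direction, so actives lie on both sides; inconclusive = Compound likely fluorescent itself, or too few beads counted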
Rab7 wt modul = modulators of GTP binding to dog Rab7 wildtype GTPase; GST-Rab7 beads, fluorescent GTP binding, flow cytometry; actives lie on both sides; untreated = 100%, excess cold GTP = 0%; GTP binding activity (percent of control), % at 10 µM; 190,000 compounds, 0.055% hits; AID 758;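 active = fluorescent GTP binding to Rab7 beads changed by at least 20 points from the 100% baseline, either direction, mostly lower; inconclusive = compound itself probably fluorescent, or too few beads counted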;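 note: median green fluorescence of bound Bodipy-FL-GTP per Rab7 bead population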
Active calls of the source: *; ? = inconclusive. Cut-off read from the data, not from the text of the source, unless noted: active = inhibition above about 40%.

SMILES	Rab2A wt mod	Bim-Bfl-1	HRas wt GTP	Rac1 wt GTP bind	Bim-Bcl-B	Bcl-W Bim block	Cdc42 wt GTP	Bim-Bcl-XL	Bim-Bcl-2	Rac1 mut GTP	Rab7 wt modul
CC1CN(C2CCCCC2)c2nc3c(c(=O)[nH]c(=O)n3C)n2C1 (stereo not given)	100	-5	102	104	4	1	101	1	0	99	99
Cc1ccc(/C=N/NC(=O)CSc2nnc(-c3ccc(Cl)cc3)n2-c2ccc(Cl)cc2)o1	93	4	93	92	-8	0	95	-4	-6	94	93
COc1ccc(/C=N/OCC(=O)N(Cc2ccccc2)c2ccccc2C(=O)O)cc1	93	0	99	93	-3	-1	92	-4	2	93	97
Cc1nc(N2CCOCC2)sc1C=O	100	-6	100	101	0	3	100	1	1	98	103
CS(=O)(=O)c1ccccc1-c1nnc(-c2ccc(Cl)cc2)o1	98	-5	97	100	0	0	95	-2	0	95	97
CCN(CC)CCN(C)Cc1ccc(Br)cc1	101	-13	102	109	-8	0	105	-7	-13	98	101
O=C(NN=C1CCN(Cc2ccccc2)CC1)c1ccccc1	98	-3	99	101	-5	-2	101	-7	-8	96	99
CCOC(=O)c1cc(NC(=O)c2ccco2)ccc1N1CCOCC1	96	-5	95	95	-4	-1	97	-3	-2	96	96
COCCN(C(=O)C(=O)NC1CCCC1)C(C(=O)NC1CCCC1)c1ccccc1F (stereo not given)	98	-5	97	100	-2	0	96	1	-1	96	97
COCc1cc(C)nc(N2CCN(Cc3ccccc3)CC2)c1C#N	101	-19	104	104	-12	-4	102	-11	-11	101	105
O=C1CCCN1CCC1CCN(C2CC(=O)N(c3ccc(F)cc3)C2=O)CC1 (stereo not given)	95	-15	95	92	-8	-1	95	0	-8	93	93
CCC(C)NC(=O)N[C@@H](CCSC)C(=O)O (stereo not given in full)	103	-17	101	108	-6	-1	105	-4	-12	104	101
O=C(CN(c1ccc(F)cc1)S(=O)(=O)c1ccc2c(c1)OCCO2)NCc1ccncc1	97	-15	98	97	-8	-1	99	-8	-16	98	98
Cc1ccc(/C=C2\SC(=S)N(CC(=O)Nc3ncc(Cc4ccccc4Cl)s3)C2=O)cc1	96	1	98	99	-3	-1	98	-1	0	95	97
CC1(C)CCCC(C)(C)N1CC(O)COCCOc1ccc(Br)cc1 (stereo not given)	102	-8	100	105	-9	-5	100	-9	-5	101	102
CC(=O)Nc1ccc(NC(=O)CSc2ccc(-c3ccco3)nn2)cc1	98	0	97	97	-1	2	99	0	6	98	104
CN1CCC(N(C)C(=S)Nc2ccc(SC(F)F)cc2)CC1	100	-17	100	104	-9	-3	102	-9	-7	100	101
O=C(Nc1ccccn1)c1ccc([N+](=O)[O-])cc1Cl	99	-13	100	102	-7	-3	97	-11	-10	99	99
CCc1ccc(-n2c(SCC(=O)Nc3cc(C)[nH]n3)nc3[nH]ncc3c2=O)cc1	96	-13	98	98	-9	0	98	-13	-7	95	95
CCOc1ccccc1NC(=O)CSc1nnnn1-c1ccccc1	98	-1	96	98	0	0	94	-4	-2	93	101
Cc1ccc(S(=O)(=O)C(C)C(=O)NCCS(=O)(=O)c2ccc(Cl)cc2)cc1 (stereo not given)	100	-2	99	101	-5	-4	100	-2	-2	97	105
N#CC1=C(N)C2=CCCC[C@H]2[C@H](c2ccccc2)C1(C#N)C#N	98	18	99	102	17	19	98	24	12	98	99
COCCCNC(=O)Cn1cc(C(C)=O)c2ccccc21	102	-9	103	104	-3	3	102	0	0	97	107
CCc1ccc(CCC(=O)Nc2nccs2)o1	92	-2	92	91	1	1	95	-2	0	90	94
O=C(NNC(=O)C1COc2ccccc2O1)c1ccccc1 (stereo not given)	105	0	104	104	1	-2	105	-1	0	103	105

Next section.
SMILES	Rab2A wt mod	Bim-Bfl-1	HRas wt GTP	Rac1 wt GTP bind	Bim-Bcl-B	Bcl-W Bim block	Cdc42 wt GTP	Bim-Bcl-XL	Bim-Bcl-2	Rac1 mut GTP	Rab7 wt modul
OCc1nc2ccccc2n1CCCOc1ccccc1	98	-1	100	103	-7	-6	99	-6	-4	100	98
C=CCN1C(=O)C2C(C(=O)NC)C3(C)C=CC2(O3)C1C(=O)NCc1ccc(OC)cc1 (stereo not given)	100	-9	100	102	-6	4	99	6	-7	99	98
COc1ccc(CNC(=O)C(c2ccco2)N(Cc2cccs2)C(=O)Cc2cccs2)cc1 (stereo not given)	101	-11	102	107	-9	0	100	-1	-8	98	103
COc1cccc(NC(=O)CC2S/C(=N\S(=O)(=O)c3ccccc3)N(c3ccccc3)C2=O)c1 (stereo not given)	96	1	94	96	0	0	90	-1	0	97	98
O=C(c1ccc(CN2CCc3ccccc3C2)cc1)N1CCN(c2ccccc2)CC1	93	0	98	101	-6	-3	97	-4	-1	96	96
CCN1CCN(CCNC(=O)c2ccc(CS(=O)(=O)c3c(Cl)cccc3Cl)o2)CC1	100	-13	99	102	-8	0	100	-10	-10	97	97
COc1ccc(-c2noc(COc3ccccc3OC)n2)cc1OC	99	-11	99	101	-3	-1	102	-1	-5	99	100
CCCCn1c(O)c(N=Nc2ccccn2)c2ccccc21	101	0	100	104	-2	2	102	-3	-2	101	96
COC(=O)C1C(c2ccccc2)C(C(=O)N2CCN(C)CC2)C1c1ccccc1 (stereo not given)	98	-2	98	97	-5	-2	97	-1	-3	96	98
O=C(OCc1ccc(COC(=O)c2ccccn2)cc1)c1ccccn1	96	-8	98	94	-1	-2	96	-3	-4	94	99
O=C(O)c1ccc(C[n+]2c(-c3ccccc3)csc2Nc2ccccc2)cc1	93	-3	97	100	-3	-1	97	-4	0	98	98
O=c1c(N=Nc2ccc(O)cc2)c(-c2ccccc2)[nH]n1-c1ccc([N+](=O)[O-])cc1	94	4	94	93	3	0	97	2	3	92	93
CCOC(=O)C1=C(Nc2ccccc2)CC(C)(O)C(C(=O)OCC)C1c1ccccc1 (stereo not given)	100	0	103	105	14	-6	102	-4	-1	98	101
CCOC(=O)c1ccc(NC(=S)N2CCN(c3ccc(N4CCOCC4)nn3)CC2)cc1	99	0	100	99	-12	-1	98	-5	-1	96	103
O=C(/C=C/c1cccs1)c1cc(Br)ccc1OC(=O)N1CCOCC1	99	1	98	102	-6	-1	100	-4	0	100	97
O=C(O)C1CCC(CN(Cc2cccc(Br)c2)C(=S)Nc2ccccc2F)CC1 (stereo not given)	99	-5	98	98	-3	-4	94	-1	-4	94	106
Cc1cccc(C)c1OCc1n[nH]c(=S)n1-c1ccccc1	95	3	94	92	-23	-3	93	-4	-3	93	96
COc1cc(C)ccc1OCCCON1C(=O)CCC1=O	98	-11	98	102	-6	-4	99	-10	-6	98	98
Cn1cnc([N+](=O)[O-])c1Nc1cccc(O)c1	104	6	102	101	7	6	104	6	1	100	94
COC(=O)c1cc2oc(C)cc2n1CC(=O)N1CCCc2ccccc21	91	5	94	90	1	3	91	-9	4	91	90
COC(=O)c1nc2n(n1)C(c1ccc([N+](=O)[O-])cc1)C(C(=O)Nc1ccc(Cl)cc1)=C(C)N2 (stereo not given)	100	-11	102	102	-7	-1	102	-5	-4	100	97
Cc1nc2nc(COc3ccccc3)nn2c(C)c1Cl	98	-18	100	108	-5	0	103	-1	-9	97	99
Cc1ccc(-c2nn3c(C)nnc3s2)cc1NC(=O)c1ccc(Br)o1	103	-9	106	111	-1	0	110	-2	-5	102	99
Cc1cc(N2CC(C)OC(C)C2)nc2ccccc12 (stereo not given)	100	-3	97	102	-1	0	98	0	-4	94	101
CN(C)c1ccc(NC(=O)Nc2cccc3ccccc23)cc1	99	7	102	103	-2	4	101	0	6	97	104

Further compounds follow:
SMILES	Rab2A wt mod	Bim-Bfl-1	HRas wt GTP	Rac1 wt GTP bind	Bim-Bcl-B	Bcl-W Bim block	Cdc42 wt GTP	Bim-Bcl-XL	Bim-Bcl-2	Rac1 mut GTP	Rab7 wt modul
COc1ccc(S(=O)(=O)c2nnn(-c3cccc(Cl)c3)c2N)cc1	100	-1	99	100	-3	-2	99	-4	-4	96	99
CCOC(=O)c1ccc(NC(=S)Nc2ccccc2)cc1	97	0	100	110	0	-4	99	-5	4	100	100
COCCn1c(-c2ccc(OC)cc2)cnc1SCC(=O)Nc1cc(C)on1	102	-9	105	101	-6	4	103	5	-6	101	101
Cc1nc(Nc2ccc(S(=O)(=O)N3CCCCC3C)cc2)c2nnn(Cc3ccccc3)c2n1 (stereo not given)	98	0	99	101	-3	-1	97	-6	0	100	101
Cn1c(CNC(=O)c2ccco2)nnc1SCC(=O)Nc1c(F)cc(F)cc1Br	98	-8	100	99	-3	-1	97	-2	-1	97	103
CCOc1ccc(-n2c(SCc3cc(=O)oc4cc(C)ccc34)nnc2-c2cccnc2)cc1	99	-1	100	100	-6	-3	99	-3	-3	102	103
N/C(=N\OC(=O)CC1CCCCC1)c1ccccn1	?	-1	?	?	0	-3	?	-2	0	?	?
O=C(NN1C(=O)/C(=C/c2ccc(O)c([N+](=O)[O-])c2)SC1=S)c1ccccc1Cl	88	-2	91	90	2	0	85	-1	1	84	101
O=C(CS(=O)(=O)c1c[nH]c2ccccc12)N1CCCCCC1	93	-12	98	96	-7	-3	98	-2	-6	94	99
O=C(OCC(=O)c1ccc(Cl)s1)c1ccc2ccccc2n1	99	2	100	106	-11	-1	103	-3	0	100	98
COc1ccc(CNc2cc([N+](=O)[O-])ccc2OC)cc1	98	-11	97	100	-8	0	96	-5	-6	98	97
COc1ccc(NC2=NCCC(=O)N2Cc2cccs2)cc1	98	2	99	109	2	1	100	0	2	100	93
COc1ccccc1CNC(=O)COC(=O)c1ccc(NC(N)=O)cc1	99	-4	100	107	-9	-4	103	-2	-7	103	98
CN(CC(O)COc1c(F)cc(Br)cc1F)C1CCCCC1 (stereo not given)	99	0	98	104	0	-1	100	-2	-1	98	99
O=C(CCc1ccccc1)Nc1cc2c(cc1Cl)OCCO2	98	0	97	98	-3	-1	97	-4	0	97	97
Cc1ccccc1C(=O)NNC(=O)Cc1cccc2ccccc12	98	-8	96	98	-8	-1	99	-1	-5	98	94
CCOc1ccc(CN(C(=O)c2oc3ccccc3c2C)C2CCS(=O)(=O)C2)cc1 (stereo not given)	100	-1	103	102	-2	-2	101	-1	-4	99	102
Cc1cc(C)nc(SCC(CSc2nc(C)cc(C)n2)C(=O)O)n1	92	-7	92	94	0	0	90	-3	-4	90	102
C/C(=N\NC(=O)c1nn(C)cc1Br)c1cccc(NC(=O)C(C)(C)C)c1	103	-13	102	103	0	-2	104	-6	5	100	99

Shown with values ahead of the structure: part of the list above.
Rab2A wt mod | Bim-Bfl-1 | HRas wt GTP | Rac1 wt GTP bind | Bim-Bcl-B | Bcl-W Bim block | Cdc42 wt GTP | Bim-Bcl-XL | Bim-Bcl-2 | Rac1 mut GTP | Rab7 wt modul | structure
99 | -1 | 100 | 100 | -6 | -3 | 99 | -3 | -3 | 102 | 103 | CCOc1ccc(-n2c(SCc3cc(=O)oc4cc(C)ccc34)nnc2-c2cccnc2)cc1
97 | 0 | 100 | 110 | 0 | -4 | 99 | -5 | 4 | 100 | 100 | CCOC(=O)c1ccc(NC(=S)Nc2ccccc2)cc1

No enrichment for hits; any-hit rate near 0.62%.
